VLA-4 inh: inhibition in a human VLA-4 binding assay. P13612. VLA-4 expressing cells, ligand binding flow cytometry. inhibition, % (about 7 µM as worked out from the volumes in the protocol). 330,000 compounds, 0.2% hits; in the data active = inhibition above about 50%
Target sequence (P13612 whole entry, looked up): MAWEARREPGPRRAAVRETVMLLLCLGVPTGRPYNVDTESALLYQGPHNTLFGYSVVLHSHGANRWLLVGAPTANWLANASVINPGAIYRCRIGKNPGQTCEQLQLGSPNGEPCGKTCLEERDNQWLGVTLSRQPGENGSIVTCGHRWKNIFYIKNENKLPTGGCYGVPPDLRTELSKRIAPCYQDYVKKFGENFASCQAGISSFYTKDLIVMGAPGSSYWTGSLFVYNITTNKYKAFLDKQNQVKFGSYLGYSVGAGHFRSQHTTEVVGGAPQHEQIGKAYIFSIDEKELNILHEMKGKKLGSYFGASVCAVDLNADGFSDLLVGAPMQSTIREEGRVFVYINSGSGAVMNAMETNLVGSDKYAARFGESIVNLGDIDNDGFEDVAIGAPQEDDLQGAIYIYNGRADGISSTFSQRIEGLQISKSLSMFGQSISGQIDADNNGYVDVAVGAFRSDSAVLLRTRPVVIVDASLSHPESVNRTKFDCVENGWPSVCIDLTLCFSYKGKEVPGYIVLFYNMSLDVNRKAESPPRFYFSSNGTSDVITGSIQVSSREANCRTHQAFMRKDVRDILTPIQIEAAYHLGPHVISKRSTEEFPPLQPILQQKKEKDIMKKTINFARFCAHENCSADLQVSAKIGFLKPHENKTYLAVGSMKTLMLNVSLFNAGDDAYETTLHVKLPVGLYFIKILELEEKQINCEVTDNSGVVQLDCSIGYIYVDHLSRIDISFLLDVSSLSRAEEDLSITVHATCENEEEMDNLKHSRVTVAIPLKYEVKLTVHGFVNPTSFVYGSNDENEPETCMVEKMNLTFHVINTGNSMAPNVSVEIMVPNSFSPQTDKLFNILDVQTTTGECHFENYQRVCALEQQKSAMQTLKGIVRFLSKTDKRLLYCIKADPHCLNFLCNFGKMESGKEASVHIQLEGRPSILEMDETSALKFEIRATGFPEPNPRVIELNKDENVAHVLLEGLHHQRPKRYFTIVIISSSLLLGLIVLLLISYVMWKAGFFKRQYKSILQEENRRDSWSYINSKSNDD
RPL19A-GFP yeast: modulators of TOR pathway RPL19A-GFP in S. cerevisiae; S. cerevisiae RPL19A-GFP strain, flow cytometry, 3 h; stronger effect = lower value; percent response vs DMSO, % at 10 µM; 330,000 compounds, 0.3% hits; AID 2025;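 active = percent response vs DMSO below 50%; inconclusive = fewer than 70 events counted for the yeast strain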;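 note: median channel GFP fluorescence of the barcoded RPL19A-GFP strain; ratio of sample median GFP to plate DMSO average so 100% = DMSO; lower means less RPL19A-GFP as with rapamycin TOR inhibition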
GRK2 inh: blocks RNA aptamer binding to human GRK2 | P25098 | 330,000 compounds, 0.59% hits | bead flow cytometry, FAM-aptamer displacement from GRK2 | inhibition of aptamer binding, % at 10 µM;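 active = inhibition of aptamer binding above 40%, roughly 3 SD of noise, on plates passing a quality check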;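 note: median bead fluorescence of bound FAM aptamer so fluorescent compounds give negative values; no value below 0 was filed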
GASC-1 inh: human JMJD2C demethylase inhibition | Q9H3R0 | GST-JMJD2C(1-420) H3K9me3 demethylation, DELFIA europium | inhibition, % at 2.35 µM | 330,000 compounds, 0.069% hits | AID 2099;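 active = more than half of a compound's replicate wells show inhibition beyond 50%, single wells judged on their own value; inconclusive = some, but no more than half, of replicates pass 50% inhibition; inactive = no replicate passes 50% inhibition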;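 note: signal counts dimethyl H3K9 product captured on neutravidin plate; 0% = median of DMSO wells and 100% = 0.3 times that DMSO median; strong numbers were not always called active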
LAP4-GFP MLPCN: modulators of TOR pathway LAP4-GFP in S. cerevisiae; 320,000 compounds, 0.34% hits; GFP response vs DMSO, % at 10 µM; S. cerevisiae LAP4-GFP multiplex, flow cytometry GFP, 3 h; median GFP as percent of DMSO wells; AID 2023;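 active = GFP response vs DMSO above a set limit, about the screen mean plus 3 SD, cut at about 150% in these data; inconclusive = under 70 cell events counted for the yeast strain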
AGP1-GFP MLPCN: alters AGP1-GFP fluorescence in TOR pathway yeast screen; S. cerevisiae AGP1-GFP multiplex flow cytometry, 3 h; GFP as percent of DMSO wells; GFP response vs DMSO, % at 10 µM; 320,000 compounds, 0.02% hits; AID 2066;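 active = GFP response relative to DMSO above a set limit, near screen average plus 3 SD, cut at about 150% in these data; inconclusive = fewer than 70 cells counted for the yeast strain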;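 note: median GFP channel fluorescence of the gated AGP1 strain per well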
CIT2-GFP yeast: yeast TOR pathway CIT2-GFP modulation; S. cerevisiae CIT2-GFP strain, flow cytometry, 3 h; 100 means same as DMSO wells; GFP response vs DMSO, % at 10 µM; 320,000 compounds, 0.065% hits;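 active = GFP response relative to DMSO above a set limit, near the screen mean plus 3 SD, cut at about 150% in these data; inconclusive = Fewer than 70 cells measured for a yeast strain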;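 note: ratio of well median GFP fluorescence to mean of DMSO wells on the plate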
MEP2 TOR yeast: yeast TOR pathway MEP2-GFP modulation. S. cerevisiae MEP2-GFP strain, flow cytometry GFP, 3 h; 100% = DMSO control level. GFP response vs DMSO, % at 10 µM. 330,000 compounds, 0.51% hits. AID 2016;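 active = GFP response versus DMSO above a set limit, roughly screen mean plus 3 SD, cut at about 180% in these data; inconclusive = fewer than 70 cells counted for a yeast strain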;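 note: median GFP fluorescence of the barcode-gated MEP2-GFP cells per well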
The depositor's hits bear a star; i = inactive; ? = inconclusive; / = no result given; [ ] = remark or other dose.

molecule	VLA-4 inh	RPL19A-GFP yeast	GRK2 inh	GASC-1 inh	LAP4-GFP MLPCN	AGP1-GFP MLPCN	CIT2-GFP yeast	MEP2 TOR yeast
CN(C)c1ccc(NC(=O)COC(=O)c2cc(Cl)ccc2[N+](=O)[O-])cc1	3.7	98.6	2.0	-5.4	90.9	89.6	94.8	109.3
O=C(NC1CCCCCC1)C1CCCN(S(=O)(=O)c2cnc[nH]2)C1 (centres undefined)	7.1	98.8	1.0	-5.6	94.5	102.1	99.0	103.4
O=C(c1cccc(Br)c1)N1CCN(S(=O)(=O)N2CCCCCC2)CC1	12.7	101.0	0.0	i	98.0	100.0	90.5	98.0
CC(=O)c1ccc(N2CCN(S(=O)(=O)c3cn(C)cn3)CC2)cc1	0.4	100.3	0.0	-4.6	99.2	98.9	102.1	100.3
COc1ccc(CC(=O)Nc2ccc(C(=O)NCC(C)C)cc2)cc1	20.9	107.3	1.0	0.0	104.1	105.6	110.0	110.9
CC1CCCN(C(=O)Cn2c(=O)oc3cc(S(=O)(=O)N4CCCCC4)ccc32)C1 (centres undefined)	9.4	97.2	2.0	/	98.2	97.5	95.0	96.6
CCOC(=O)C1(CC2CCCCO2)CCN(C2CCSCC2)CC1 (centres undefined)	-0.9	95.2	5.0	-18.2	95.6	97.2	94.7	99.3
Cc1ccc(NC(=O)COC(=O)CCC(=O)c2cccs2)c(Br)c1	3.5	98.5	1.0	/	104.0	101.7	95.5	94.1
Cc1c(Cl)cccc1NC(=O)Nc1ccc(C(N)=O)cc1	0.2	102.4	0.0	-5.0	98.0	99.2	102.8	99.7
Cc1ccc(C)c(S(=O)(=O)N2CCN(CC(=O)Nc3sccc3C#N)CC2)c1	-3.3	100.4	2.0	9.7	92.7	101.4	108.0	97.2
COc1cc(C2NC(=O)NC(C)=C2C(=O)OCC2CCCCC2)cc(Cl)c1O (centres undefined)	-5.3	104.7	1.0	-3.3	91.7	101.2	108.0	110.9
COc1ccc(CC(=O)N(C)CC(=O)Nc2ccccc2Cl)cc1S(=O)(=O)N1CCOCC1	8.5	88.1	0.0	10.1	86.7	88.6	82.2	91.5
O=C(CCCc1nc2ccccc2s1)NC(c1ccccc1)c1ccccc1	6.4	112.2	0.0	4.1	98.8	114.2	117.3	100.6
Brc1cccc(OCCCN2CCCCCC2)c1	20.1	104.7	0.0	7.3	99.3	108.3	109.0	112.3
CCOC(=O)c1sc2nccc(OC)c2c1N=CNOC	8.2	98.0	0.0	3.8	101.2	97.4	88.4	93.8
O=C(NC1CCCN(Cc2ccc(Cl)cc2)C1)C1CCC1 (centres undefined)	1.8	99.1	0.0	9.8	88.1	95.2	105.6	103.2
COc1ccc(Cl)cc1NC(=O)CNc1ccccc1CN(C)C1CCCCC1	22.8	98.0	0.0	12.8	98.2	99.5	91.8	96.7
c1csc(-c2noc(CN3CCOCC3)n2)c1	12.0	98.7	2.0	-10.9	97.0	91.9	91.3	103.3
CC(=O)C1=C(O)C(=O)N(CCC(=O)O)C1c1ccc(Cl)cc1Cl (centres undefined)	1.0	94.1	0.0	5.4	97.0	103.9	99.2	99.2
Cc1ncoc1C(=O)NC1CC(C)(C)Cc2c1cnn2-c1ccccc1 (centres undefined)	10.4	102.5	0.0	2.7	66.7	86.9	108.4	96.5
O=C(CN(C(=O)CCC(=O)Nc1nccs1)c1ccc(F)cc1)NCc1ccc2c(c1)OCO2	-4.6	101.0	0.0	9.2	91.9	90.4	107.1	101.4
COc1ccccc1C(=O)O/N=C(\c1ccccc1)c1ccncc1	-5.4	98.1	2.0	10.1	106.7	87.8	82.2	95.3
O=C(COc1ccc2ccc(=O)oc2c1)N1CC[C@@]2(O)CCCC[C@H]2C1	-12.7	96.0	0.0	4.9	97.7	98.8	96.2	86.3
Cc1cccc(N2C(=O)CC(SC(=Nc3ccccc3)Nc3ccccc3)C2=O)c1 (centres undefined)	7.0	103.0	0.0	-3.1	106.2	/	103.4	109.7
Cc1sc2ncnc(N3CCC(C(=O)Nc4nc5ccc(Cl)cc5s4)CC3)c2c1C	3.6	95.1	0.0	-0.4	104.4	103.2	100.8	93.9

An excerpt of these results, with values ahead of the structure.
VLA-4 inh	RPL19A-GFP yeast	GRK2 inh	GASC-1 inh	LAP4-GFP MLPCN	AGP1-GFP MLPCN	CIT2-GFP yeast	MEP2 TOR yeast	SMILES
1.8	99.1	0.0	9.8	88.1	95.2	105.6	103.2	O=C(NC1CCCN(Cc2ccc(Cl)cc2)C1)C1CCC1 (centres undefined)
22.8	98.0	0.0	12.8	98.2	99.5	91.8	96.7	COc1ccc(Cl)cc1NC(=O)CNc1ccccc1CN(C)C1CCCCC1

Remaining list, next part
molecule	VLA-4 inh	RPL19A-GFP yeast	GRK2 inh	GASC-1 inh	LAP4-GFP MLPCN	AGP1-GFP MLPCN	CIT2-GFP yeast	MEP2 TOR yeast
COC(=O)Nc1nc(-c2ccccc2)c(C(=O)c2ccccc2)s1	-10.6	107.0	0.0	-0.9	125.9	/	117.2	121.4
COc1cccc(NC(=O)CSc2nnc(NC(=O)c3ccco3)s2)c1	1.0	96.5	2.0	1.0	96.9	101.6	95.2	102.5
CCN1CCN(C(=S)Nc2ccc3nc(N4CCN(CC)CC4)cc(C)c3c2)CC1	3.8	?	0.0	107.7	77.1[may fluoresce red]	83.0[may fluoresce red]	79.5[may fluoresce red]	70.4[may fluoresce red]
CC(C)CC(C(=O)NC1CCCC1)N(Cc1ccc2c(c1)OCO2)C(=O)c1snc(C(N)=O)c1N (centres undefined)	0.0	101.3	3.0	8.2	87.8	98.1	95.5	100.7
COc1ccc(O)c(/C=N/NC(=S)Nc2cccnc2)c1	-3.0	93.1	6.0	-1.8	106.0	103.2	92.7	94.8
CC(C)(C)c1ccc(OCC(=O)N/N=C/c2cc(Br)ccc2OC(=O)c2ccco2)cc1	12.9	100.5	5.0	6.5	100.5	103.5	108.8	109.1
O=C(N=Nc1c(O)[nH]c2ccc([N+](=O)[O-])cc12)c1ccccc1Cl	0.4	100.7	3.0	-3.5	105.8	103.5	107.7	107.0
Cc1ccccc1NC(=S)NC(NC(=O)C(C)(C)C)C(Cl)(Cl)Cl (centres undefined)	10.5	102.5	1.0	-15.1	102.3	105.8	105.7	98.9
O=c1c2ccccc2nc(-c2ccccc2)n1Cc1ccccc1	2.1	106.3	2.0	-9.2	102.1	99.7	102.4	128.8
CC(OC(=O)c1ccc(Cl)cc1)C(=O)NCc1ccc2c(c1)OCO2 (centres undefined)	0.7	94.6	0.0	/	100.8	102.1	96.7	97.8
O=C1C2C(C(=O)N1c1nccs1)C1C=CC2C12CC2 (centres undefined)	-7.3	104.8	0.0	8.3	98.4	105.3	101.0	100.3
CCCN(CCC)Cc1c(C(=O)N/N=C/c2cccs2)nnn1-c1nonc1N	-0.1	110.3	3.0	23.3	106.0	104.8	112.2	111.8
Cc1ccc(S(=O)(=O)CCC(=O)OCC(=O)NC(C)c2ccc(F)cc2)cc1 (centres undefined)	17.9	97.3	0.0	-0.2	101.0	99.4	98.3	98.6
COc1ccc(-c2nc(CS(=O)CC(=O)NC3CCCc4ccccc43)c(C)o2)cc1OC (centres undefined)	-5.0	103.5	0.0	16.9	116.0	98.0	89.7	104.7
CN(c1ccccc1C(=O)Nc1cccnc1)S(C)(=O)=O	5.5	100.0	0.0	-1.1	105.3	103.4	95.5	104.0
CCc1c(O)nc(SCC(=O)Nc2ccc(C)cc2)n(C2CCCCC2)c1=O	-28.2	95.9	0.0	2.0	90.2	101.6	94.7	98.8
COc1ccc(Cl)cc1C(=O)Nc1ccc2c(c1)OCO2	26.7	91.9	0.0	-13.0	100.1	85.5	79.8	93.5
COc1ccccc1-c1nnc(N)s1	33.5	90.9	3.0	1.2	93.1	95.1	94.4	96.7
C=CCNC(=O)c1ccccc1NC(=O)Nc1ccccc1	4.9	96.3	2.0	-16.9	94.0	93.8	94.1	98.7
O=C1NC[C@H](c2ccccc2)OC(=O)[C@H](Cc2ccc(F)cc2)CC/C=C/C[C@H]1CC(=O)N(CCO)Cc1ccccc1	4.3	97.7	0.0	9.5	86.8	96.8	88.8	95.9
O=C(CSc1nncn1-c1ccccc1)NC1CCCc2ccccc21 (centres undefined)	8.1	102.8	0.0	97.1	93.9	100.9	102.4	102.5
CCOC(=O)CC1COc2ccccc2N1C(=O)c1cccc([N+](=O)[O-])c1 (centres undefined)	-2.5	104.7	0.0	-7.7	93.1	97.7	101.0	101.2
COC(=O)c1c(NC(=O)C(C)C)sc2c1C(C(=O)OC)CC2 (centres undefined)	6.9	99.5	0.0	-15.8	105.6	102.4	95.6	105.7
COc1ccc(Cl)cc1NC(=O)c1nnn(CC(=O)Nc2ccc(C)c(C)c2)c1N	0.6	96.4	0.0	20.6	95.0	96.1	103.4	99.1
Cc1noc(C)c1-c1nnc(-c2ccc(C(F)(F)F)cc2)o1	-7.0	92.6	0.0	-10.4	97.2	110.4	114.1	90.7
OCC1(Cc2ccccc2)CCN(Cc2cnn(-c3ccccc3F)c2)CC1	0.7	98.8	0.0	-24.3	107.9	106.2	96.8	100.3
COC(=O)CN1C(=S)N(c2ccc(OC)cc2)C(=O)C1CC(=O)Nc1ccc(F)cc1 (centres undefined)	9.8	96.8	1.0	-20.5	102.0	100.5	102.0	94.1
CC(Cc1ccccc1)NC(=O)c1cc([N+](=O)[O-])ccc1Cl (centres undefined)	-7.7	100.1	1.0	37.7	112.3	104.3	100.8	98.7
O=C(COc1ncnc2ccccc12)N1CCN(c2ccccc2)CC1	14.1	94.9	0.0	-2.6	93.0	99.2	97.9	95.1
Cc1nn(C)c(C)c1NC(=O)COc1ccc(F)cc1Br	0.0	97.4	0.0	3.9	103.8	101.0	91.0	98.9
O=C(Nc1ccc(S(=O)(=O)Nc2nccs2)cc1)c1nn(-c2ccc(F)cc2)ccc1=O	26.5	99.3	0.0	4.8	94.9	100.5	101.7	104.6
CC(C)c1onc(C(=O)N2CCC(C(N)=O)CC2)c1[N+](=O)[O-]	-1.2	95.5	0.0	3.1	99.5	91.7	92.6	98.2
Cc1ccccc1-n1nnnc1-c1ccccc1	-13.8	112.0	2.0	-3.0	89.2	111.5	100.3	105.6
O=c1c(Cl)c(Cl)cnn1Cc1ccc(F)cc1	2.4	104.1	0.0	-2.3	97.2	103.4	99.3	96.2
Fc1ccccc1-c1nc(N2CCCCC2)c2ccccc2n1	23.8	99.0	1.0	-2.9	86.6	94.5	98.7	99.4
COc1cc(NC(=O)COC(=O)c2cnc(C)cn2)c(C)cc1[N+](=O)[O-]	2.5	102.7	1.0	2.3	84.3	92.8	92.9	99.8
COc1ccc(CCNC(=O)CSCc2ccc(Cl)cc2)cc1OC	12.9	101.6	1.0	-6.3	95.2	103.8	103.0	96.9
COc1ccc(CCC(=O)N2CC(C)OC(C)C2)cc1 (centres undefined)	7.6	95.0	0.0	-0.2	95.1	97.9	103.6	95.8
COc1nc(N2CCOCC2)nc(-n2cccc2)n1	10.8	100.3	0.0	-2.3	110.4	93.2	95.9	102.2
CC(=O)NC1CC2CCCC(C1)N2C(=O)Nc1ccc(Cl)c(C(F)(F)F)c1 (centres undefined)	-8.4	93.2	0.0	-5.5	92.5	/	97.5	93.1
O=C(NC1CCSc2ccccc21)c1cccc([N+](=O)[O-])c1 (centres undefined)	-10.7	105.2	3.0	33.8	94.8	101.9	103.6	96.2

Screening data (PubChem)
